GAA inh: alpha-glucosidase (human) inhibition | actives 0.005% (n = 200,000) | Potency, µM (top dose mostly 76.9 µM), for inactives: top-dose activity change, negative = inhibition, hits mostly inhibitors | purified human GAA, 4-MU-alpha-glucoside fluorescence | P10253;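 also: plate controls were uninhibited enzyme wells for no effect and no-enzyme background for full effect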
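Read-out is 4-methylumbelliferone fluorescence (Ex 365/Em 440 nm) after NaOH/glycine stop at pH 10. Enzyme 4 nM, substrate 400 uM, pH 5.0 citrate buffer, 20 min room temperature; AC50 from Hill-equation concentration-response.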
NPSR antag: antagonists of human neuropeptide S receptor cAMP signaling | Potency, µM (titrated, usually from 38.3 µM), for inactives: at the highest dose activity change, negative = inhibition, usual class: inhibitors | actives 1% (n = 220,000) | CHO-NPSR cells, cAMP TR-FRET, antagonist mode | Q6W5P4; also: % is scaled to controls: 0 for no effect and ±100 for the full control effect; nearly all actives have a fitted effect of over 50% in size; many of its hits are not listed in these tables
aGlu spleen mod: lysosomal alpha-glucosidase (human) modulation | P10253 | human spleen homogenate, 4-MU-alpha-glucoside fluorescence | Potency, µM (highest dose often 79.9 µM), for inactives: at the top dose activity change, negative = inhibition, hits mostly inhibitors | actives 0.006% (n = 240,000) | AID 2112;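 also: 0% = enzyme with vehicle and -100% = no enzyme basal signal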
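AC50 values come from Hill-equation fits of concentration-response data, normalized to no-enzyme and full-activity controls. Enzyme source: 1 ug human spleen homogenate; 1 mM fluorogenic 4-MU glucoside, pH 5.0 citrate buffer, 37 C, 40 min.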
ALDH1A1 block: inhibitors of human aldehyde dehydrogenase 1A1; actives 7.3% (n = 220,000); Potency, µM (titrated, usually from 75.3 µM), inactives show top-dose activity, negative = inhibition, usual class: inhibitors; P00352; Purified ALDH1A1, NADH fluorescence, propionaldehyde substrate; active = well fitted inhibition curve with a large enough effect, not every such curve was filed as active; inconclusive = small, poorly fitted or top-dose-only effect, or another doubt; inactive = no such curve, though single readings can be large or run the other way;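 also: plate controls were no enzyme wells and a reference inhibitor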
Target sequence (P00352 whole entry, looked up): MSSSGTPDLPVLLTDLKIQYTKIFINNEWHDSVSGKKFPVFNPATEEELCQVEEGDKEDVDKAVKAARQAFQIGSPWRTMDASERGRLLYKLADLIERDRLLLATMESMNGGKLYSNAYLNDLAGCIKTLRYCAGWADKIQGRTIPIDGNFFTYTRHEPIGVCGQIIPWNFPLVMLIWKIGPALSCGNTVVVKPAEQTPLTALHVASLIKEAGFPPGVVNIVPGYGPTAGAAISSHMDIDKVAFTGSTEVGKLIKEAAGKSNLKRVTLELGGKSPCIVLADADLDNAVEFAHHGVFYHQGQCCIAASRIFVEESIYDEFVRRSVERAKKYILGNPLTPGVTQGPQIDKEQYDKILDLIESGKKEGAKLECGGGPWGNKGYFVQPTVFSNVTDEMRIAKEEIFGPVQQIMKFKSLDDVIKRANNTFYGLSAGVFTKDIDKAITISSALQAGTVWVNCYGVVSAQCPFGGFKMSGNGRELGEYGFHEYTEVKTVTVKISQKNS
Tau fluor counter: counter-screen for tau fibril formation inhibitors | Potency, µM (titrated, usually from 57.7 µM), without a hit: at the highest dose activity change, negative = decrease | actives 0.93% (n = 280,000) | tau K18 P301L Alexa594 fluorescence, heparin fibrillization; also: % is scaled to controls: 0 for no effect and ±100 for the full control effect; nearly all actives have a fitted effect of over 55% in size
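Human tau K18 P301L (15 uM unlabeled, 0.24 uM Alexa 594-labeled) in 100 mM sodium acetate pH 7 with 20 uM heparin, 6 hr at 37 C. ThT 30 uM added, 1 hr ambient; Alexa 594 FP and total fluorescence read at 555/632 nm.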
Epigenetic reg: regulators of epigenetic silencing causing reporter derepression in mouse cells | murine LDR cells, GFP reporter derepression, 30 h | Potency, µM (top dose mostly 53.9 µM), without a hit: at the top dose GFP activation, most hits filed as activators | actives 0.2% (n = 280,000); also: % of control where 0% means no effect; nearly all actives have a fitted effect of over 60% in size
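Readout is the number of GFP-expressing murine LDR cells, counted by cytometry following washing. Cells were treated with compound for 30 h at 37 C; the stably integrated CMV-GFP locus is normally silent.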
GAA glycogen: alters human alpha-glucosidase cleavage of glycogen; Potency, µM (series often up to 76.4 µM), inactives show top-dose activity change, negative = inhibition, actives largely listed as inhibitors; actives 0.38% (n = 300,000); AID 2100; recombinant GAA, glycogen substrate, Amplex Red glucose oxidase fluorescence;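 also: 0% = full enzyme reaction and -100% = no-enzyme basal signal; the screen sought inhibitors and activators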
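Recombinant human enzyme (4 nM); glycogen substrate; 37 C, 40 min, pH 5.0. Readout: coupled glucose oxidase/Amplex Red fluorescence.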
aGal spleen mod: inhibitors or activators of human alpha-galactosidase in spleen homogenate. human spleen homogenate, 4MU-alpha-Gal fluorescence, 40 min. actives 0.008% (n = 240,000). Potency, µM (top dose mostly 80 µM), inactives show at the highest dose activity change, negative = inhibition, hits mostly inhibitors;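 also: 0% = enzyme with vehicle and -100% = no enzyme basal signal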
Target sequence (P06280 32-429 limits assumed): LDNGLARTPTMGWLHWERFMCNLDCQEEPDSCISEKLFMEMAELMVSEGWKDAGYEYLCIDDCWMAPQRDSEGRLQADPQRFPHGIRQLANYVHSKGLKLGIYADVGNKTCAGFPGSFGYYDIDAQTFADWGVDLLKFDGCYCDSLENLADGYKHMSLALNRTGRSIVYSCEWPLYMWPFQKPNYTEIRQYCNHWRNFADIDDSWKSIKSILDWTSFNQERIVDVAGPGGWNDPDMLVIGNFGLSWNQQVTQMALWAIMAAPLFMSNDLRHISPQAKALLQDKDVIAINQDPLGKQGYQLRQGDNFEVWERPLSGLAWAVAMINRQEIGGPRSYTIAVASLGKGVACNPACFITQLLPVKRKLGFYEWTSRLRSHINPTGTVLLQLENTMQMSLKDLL
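Fluorogenic readout (Ex 365/Em 440 nm) of 4-methylumbelliferone released from 1 mM 4-MU-alpha-galactoside by spleen homogenate, 40 min at 37C, pH 5.0. Data normalized to no-enzyme and enzyme controls; Hill-equation AC50 from compound titrations.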
* marks the source's active call; other numbers are inactive results; ? = inconclusive; · = no result given; & = joins results of further samples; [ ] = dose if it differs, or a comment. Unless noted, calls follow the shape of the dose curve; as a rule, active = well fitted curve in the direction sought with a large enough effect; inconclusive = small, poorly fitted or top-dose-only effect, or another doubt; inactive = no such curve, though single readings can be large; an effect the other way counts as inactive or inconclusive. Potency is read from the fitted curve at half-maximal effect. Not all compounds are listed (hit frequency here may not be typical).

SMILES	GAA inh	NPSR antag	aGlu spleen mod	ALDH1A1 block	Tau fluor counter	Epigenetic reg	GAA glycogen	aGal spleen mod
O=C1N=C(N2CCCC2)S/C1=C\c1ccccc1	4%	2%[46.1 µM]	-4%	?	-8%	1.2%	-1%	-6%
CC1(C)C(=O)OC(c2cccn2-c2ccc([N+](=O)[O-])cc2)C2(CCCCC2)C1=O (stereo unspecified)	0%	11%	-2%	7%	1%	-1.1%	13%	-1%
CCCCOC(=O)C1C2C=C[C@]3(CN(CCCOC)C(=O)[C@H]13)O2 (stereo partly specified)	-5%	19%[46.1 µM]	4%	-1%	0%	?	0%	-8%
Cc1ccc2nc(SCC(=O)Nc3cc([N+](=O)[O-])ccc3F)[nH]c2c1	-1%	-13%[46.1 µM]	-1%	?	?	-1.0%	-2%	-1%
S=C(Nc1ccc(Cl)cc1)NC1CCN(Cc2ccccc2)CC1	-5%	3%	1%	4µM*	-27%	0.0%	-3%	6%
CC1CN(c2nc3c(c(=O)n(Cc4ccc(Cl)c(Cl)c4)c(=O)n3C)n2C)CC(C)O1 (stereo unspecified)	3%	?	-12%	?	-18%	1.2%	2%	9%
O=C(NNc1nc(-c2ccccc2)cs1)c1ccco1	-6%	3%	-1%	5%	?	0.0%	7%	1%
COC(=O)[C@@H]1CC2=CC(=O)CC[C@]2(C)[C@@]23O[C@@H]2C[C@@]2(C)[C@H](CC[C@@]24CCC(=O)O4)[C@@H]13	·	·	-3%	-1%	2%	0.2%	·	-3%
CCOC(=O)CCCCC(=O)c1[nH]c(=O)[nH]c1CSc1nnc2c3cc(Br)ccc3n(C)c2n1	4%	-29%	0%	0.63µM*	-3%	0.0%	-22%	-12%
C/C(CCc1ccc2c(c1)OCO2)=N\NC(=O)c1ccccc1Br	3%	-3%	1%	-4%	3%	1.1%	5%	5%

Single records, as listed above. Values in the order: GAA inh | NPSR antag | aGlu spleen mod | ALDH1A1 block | Tau fluor counter | Epigenetic reg | GAA glycogen | aGal spleen mod
CC1(C)C(=O)OC(c2cccn2-c2ccc([N+](=O)[O-])cc2)C2(CCCCC2)C1=O (stereo unspecified) is entered as 0% | 11% | -2% | 7% | 1% | -1.1% | 13% | -1%
CCOC(=O)CCCCC(=O)c1[nH]c(=O)[nH]c1CSc1nnc2c3cc(Br)ccc3n(C)c2n1 is entered as 4% | -29% | 0% | 0.63µM* | -3% | 0.0% | -22% | -12%
COC(=O)[C@@H]1CC2=CC(=O)CC[C@]2(C)[C@@]23O[C@@H]2C[C@@]2(C)[C@H](CC[C@@]24CCC(=O)O4)[C@@H]13 is entered as · | · | -3% | -1% | 2% | 0.2% | · | -3%

Carrying on:
SMILES	GAA inh	NPSR antag	aGlu spleen mod	ALDH1A1 block	Tau fluor counter	Epigenetic reg	GAA glycogen	aGal spleen mod
Cc1cccc(NC(=O)COc2ccccc2C)n1	1%	-15%[46.1 µM]	-3%	5%	-3%	1.2%	1%	9%
C=CCNc1nc(C2(C)CC3(CC(C)OC3=O)C(=O)O2)cs1 (stereo unspecified)	0%	5%	-2%	-9%	-1%	-0.1%	2%	4%
Cc1ccc(NC(=S)N(CCN(C)C)Cc2cccs2)cc1	-10%	-4%	1%	9%	1%	-3.8%	-6%	-19%
CCc1ccc(Nc2ncc3c(n2)CC(c2ccco2)CC3=O)cc1 (stereo unspecified)	-10%	?	-6%	?	-10%	1.0%	-41%	7%
Cc1ccc(NC(=O)C2CC(=O)N(CCc3ccccc3)C2)c(C)c1 (stereo unspecified)	2%	-3%	-4%	2%	-9%	-0.1%	-30%	-2%
O=[N+]([O-])c1ccc2[nH]c3c(c2c1)CCCC3	-3%	-22%	-5%	4%	?	1.1%	-2%	-7%
CCC(c1nnnn1Cc1ccccc1)N(Cc1ccco1)Cc1cc2cc(OC)ccc2[nH]c1=O (stereo unspecified)	-15%	?	-11%	?	?	2.9%	-1%	15%
CCCCn1c(=O)c(CCC(=O)OC(C)C(=O)Nc2cccc(Cl)c2Cl)nc2ccccc21 (stereo unspecified)	1%	?	-10%	-12%	2%	0.0%	-3%	-9%
Cn1cc(S(=O)(=O)N2CCCC(C(=O)O)C2)cn1 (stereo unspecified)	8%	14%	-3%	4%	8%	0.2%	6%	-7%
Nc1ncnc2c1ncn2[C@@H]1O[C@H](COP(=O)(O)O)[C@@H](O)[C@H]1O	·	·	3%	-5%	-11%	2.1%	18%[76.3 µM]	8%
CCOC(=O)Cc1csc(NC(=O)CS(=O)(=O)Cc2ccccc2)n1	2%	-10%[46.1 µM]	-1%	-6%	-2%	-1.1%	-2%	6%
Brc1ccc2oc3c(N4CCOCC4)ncnc3c2c1	-3%	-12%[46.1 µM]	0%	-4%	1%	-1.1%	-5%	10%
Cc1cc(O)c(C2(C(F)(F)F)NCCNC2=O)cc1C (stereo unspecified)	-9%	-1%[46.1 µM]	-4%	10%	1%	0.0%	-3%	0%
Cn1c(N)c(C(=O)COC(=O)CCCc2c[nH]c3ccccc23)c(=O)n(C)c1=O	-7%	-18%[46.1 µM]	7%	-5%	?	6.9%	-15%	7%
CCc1ccc2c(c1)C(c1ccc(N3CCOCC3)cc1)=NNC(c1ccncc1)=N2	·	-28%	-6%	7%	-13%	-1.9%	6%	-11%
CN1CCN(Cc2nc3ccccc3c(=O)n2Cc2nc(-c3cccc([N+](=O)[O-])c3)cs2)CC1	-1%	-7%	-5%	?	-18%	-1.3%	15%	-7%
Cn1c2ccccc2c(=O)c2c(=O)n(Cc3ccccc3)c(-c3ccc(F)cc3)nc21	·	?	2%	·	-1%	0.1%	-8%	-16%
COc1ccccc1C(=O)NCCc1c(C)[nH]c2c(C)ccc(F)c12	5%	-18%	·	8%	-3%	-2.3%	6%	4%
CC1(C)S[C@@H]2[C@H](NC(=O)[C@H](C(=O)O)c3ccsc3)C(=O)N2[C@H]1C(=O)O	0%[15.4 µM]	4%	-4%	-3%	-1%	1.0%	4%	-3%
O=C(Nc1ccc2oc(-c3ccncc3)nc2c1)c1ccccc1	7%	?	-1%	?	-11%	-0.1%	-9%	1%
C/C(N)=C(/C#N)C(=O)COC(=O)c1cc(S(=O)(=O)N2CCCCC2)ccc1C	-7%	-27%[46.1 µM]	-6%	-3%	-27%	0.0%	-1%	4%
Cc1cc(N2CCC(C)CC2)nc(-c2ccccc2O)n1	-9%	36%	-1%	?	?	0.5%	1%	-3%
CC(C)N=Cc1c(O)[nH]c2ccccc12	-4%	-15%[46.1 µM]	5%	-7%	-2%	-0.5%	6%	8%
Cc1cc(C)n2nc(C(=O)N3CCN(c4ccc([N+](=O)[O-])cc4)CC3)nc2n1	-6%	4%	·	?	2%	-1.2%	-9%	-4%
CCn1c(SCC(=O)N/N=C/c2cc(OC)c(O)c(OC)c2)nc2ccccc21	-13%	-5%[46.1 µM]	-3%	?	-25%	0.0%	-9%	-7%
O=C(O)C(c1ccccc1)C(c1ccccc1)c1ccccc1 (stereo unspecified)	0%	-17%	4%	11%	-2%	0.1%	-1%	-6%
Cc1ccc2nc(N3CCN(c4ccccc4F)CC3)c(C=O)c(=O)n2c1	-3%	-14%	-5%	?	-7%	-1.0%	-1%	0%
CC(C)CNS(=O)(=O)c1ccc(CCC(=O)N2CCCC2)cc1	-5%	2%	-11%	-13%	-4%	-4.1%	1%	-3%
O=C(CCc1ccc(S(=O)(=O)N2CCOCC2)cc1)N/N=C/c1ccc(F)cc1F	?	-8%	-9%	-9%	-8%	-1.5%	-1%	-8%
CCOc1cc(/C=N\NC(=O)OC)ccc1OC(=O)c1ccco1	-6%	1%	-4%	-7%	-9%	0.0%	-4%	0%
Cc1cc(-c2ccccc2)nc(N/N=C/c2ccc([N+](=O)[O-])cc2)n1	-7%	-9%	-21%	9%	?	0.9%	-6%	-23%
Cc1cccc(NC(=O)c2c(O)c3cccc4c3n(c2=O)CCC4)n1	2%	3%[46.1 µM]	-1%	-3%	-2%	-1.0%	2%	-5%
CCOC(=O)C(NC(C)=O)C(=O)Nc1ccc(OC)cc1 (stereo unspecified)	1%	10%	3%	7%	-5%	-0.8%[10.1 µM]	-3%	3%
Cc1ccc(N(C(C)C(=O)NCc2ccncc2)S(C)(=O)=O)cc1C (stereo unspecified)	1%	8%	8%	2%	-4%	-1.1%	6%	-5%
CC(C)CNC(=O)COC(=O)Cc1ccc(Cl)cc1	-1%	13%	5%	0%	10%	-3.2%	-3%	9%
Cc1nnc(SCc2cn3ccsc3n2)n(N)c1=O	7%	4%[46.1 µM]	3%	6%	4%	1.1%	-9%	11%
Cc1c(Cl)c([N+](=O)[O-])nn1CC(=O)NCc1ccco1	-4%	-2%[46.1 µM]	-4%	0%	-5%	-1.7%	-10%	-1%
COc1ccc2c(c1)C(C)=CC(C)(C)N2S(=O)(=O)c1ccc(C)cc1	?	16%	-6%	-2%	-15%	1.2%	10%	-15%
COc1ccc(NC(=O)C2CCCN(S(=O)(=O)c3c(C)[nH]c(=O)[nH]c3=O)C2)cc1OC (stereo unspecified)	-2%	9%	-5%	5%	-5%&-3%	3.1%&-0.6%	-12%	-2%
O=C(NC1CCCCCC1)C1CCN(S(=O)(=O)c2cccc3cccnc23)CC1	-7%[15.4 µM]	-1%[46.1 µM]	6%	?	-9%	1.7%	-4%	-3%

Reprinted at random: 2 records from the list.
SMILES	GAA inh	NPSR antag	aGlu spleen mod	ALDH1A1 block	Tau fluor counter	Epigenetic reg	GAA glycogen	aGal spleen mod
Cc1cc(-c2ccccc2)nc(N/N=C/c2ccc([N+](=O)[O-])cc2)n1	-7%	-9%	-21%	9%	?	0.9%	-6%	-23%
COc1ccc(NC(=O)C2CCCN(S(=O)(=O)c3c(C)[nH]c(=O)[nH]c3=O)C2)cc1OC (stereo unspecified)	-2%	9%	-5%	5%	-5%&-3%	3.1%&-0.6%	-12%	-2%

Going on with the list:
SMILES	GAA inh	NPSR antag	aGlu spleen mod	ALDH1A1 block	Tau fluor counter	Epigenetic reg	GAA glycogen	aGal spleen mod
CCN(CC)C(=O)c1sc(NC(=O)c2cccnc2)c(C(=O)OC)c1C	-1%	11%	2%	?	13%	-1.3%	-1%	4%
Cc1n[nH]c(C)c1N1C(=O)c2cccc3c(N4CCCCCC4)ccc(c23)C1=O	-8%	-29%[46.1 µM]	-6%	?	-23%	57%	-5%	-6%
COc1cc2c(cc1NC(=O)COC(=O)CNS(=O)(=O)c1ccc(C)cc1)oc1ccccc12	8%	-14%	-3%	2%	-22%	0.0%	-3%	-1%
Cc1ccc(C(=O)N/N=C/c2sc(=O)n(Cc3cccc(C(=O)O)c3)c2Cl)cc1	2%	-19%[46.1 µM]	-6%	?	2%	-0.8%	4%	-1%
